Source: PubChem BioAssay
AID2073 – inhibitors of Mint1-CaV2.2 protein interaction, biochemical, HTRF (AID 2073). HTRF protein-protein interaction, Mint1-CaV2.2; higher % means a stronger effect. inhibition, % at 20 µM; hits with a dose series show IC50 in µM. actives 0.19% (n = 290,000); in the data active = inhibition mostly above about 51%, no sharp cut-off; note: some results filed as inactive read as strong as hits
KOR beta-arrestin-1 – kappa opioid receptor activators – cell-based, luminescence, uHTS, primary screen (AID 1777). KOR beta-arrestin recruitment, luminescence; higher % means a stronger effect. one-dose activation, % at 10 µM; EC50 in µM for titrated hits. actives 0.02% (n = 280,000); in the data active = activation above about 50%, passing the limit was not always enough; note: a part of the inactive calls stands beside numbers as strong as those of hits
GPR35 antagonists – GPR35 antagonists blocking zaprinast-driven arrestin recruitment, primary screen, imaging, U2OS, beta-arrestin-GFP, zaprinast agonist (AID 2058); U2OS GPR35 beta-arrestin-GFP translocation imaging, zaprinast antagonism; higher % means a stronger effect; inhibition, % at 10 µM; hits with a dose series show IC50 in µM; actives 0.052% (n = 290,000);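 active = inhibition of at least 50% with at least 30 cells and total cytoplasm GFP at most 10,000,000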
NOD1 NF-kB reporter – NOD1 signaling inhibitors, primary screen, cell-based, luminescence, uHTS (AID 1578); NOD1-driven NF-kB luciferase reporter cells, luminescence; higher % means a stronger effect; one-dose inhibition, % at 4 µM; EC50 in µM for titrated hits; actives 1% (n = 290,000); in the data active = inhibition mostly above about 36%, no sharp cut-off; inactive = mostly below about 34%;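 note: HEK-293T reporter cells stimulated with the NOD1 agonist gamma-tri-DAP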
GPR55 antagonists – inhibition of LPI-stimulated GPR55 beta-arrestin translocation – imaging, U2OS, beta-arrestin-GFP, LPI agonist, primary screen (AID 2013); U2OS GPR55 beta-arrestin-GFP translocation imaging, LPI antagonism; higher % means a stronger effect; one-dose inhibition, % at 10 µM; IC50 in µM for titrated hits; actives 0.13% (n = 290,000);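 active = spots per cell inhibited over 60%, with over 100 cells counted and total cytoplasm intensity under 500,000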;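 note: U2OS cells stably carrying GPR55 and arrestin-GFP stimulated by 5 µM LPI near EC80; imaged beta-arrestin-GFP aggregate spots per cell after agonist stimulation; plate controls were LPI-stimulated DMSO wells for no effect and DMSO wells without LPI for full effect; some results filed as inactive read as strong as hits; confirmed hits need IC50 under 10 µM and bright autofluorescent wells are also inconclusive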
SIAH1 antagonists – blockers of Siah-1 interaction with plectin peptide – biochemical, fluorescence polarization, rhodamine-plectin, uHTS, primary screen (AID 1817); Siah-1 / rhodamine-plectin peptide fluorescence polarization; higher % means a stronger effect; displacement, % at 20 µM; hits with a dose series show IC50 in µM; actives 0.02% (n = 290,000);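 active = displacement of at least 50% at 20 µM, with a fluorescence ratio check between 0.3 and a set limit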;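 note: plate controls were Siah plus tracer with DMSO for no effect and tracer alone without Siah for full effect; strong numbers were not always called active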
KOR beta-arrestin-2 – kappa opioid receptor blockers – cell-based, luminescence, uHTS (AID 1778) | KOR beta-arrestin recruitment, luminescence, antagonist mode; higher % means a stronger effect | inhibition, % at 10 µM; hits with a dose series show IC50 in µM | actives 0.091% (n = 290,000); in the data active = inhibition above about 50%; note: strong numbers were not always called active
GPR55 activation – GPR55 agonists via beta-arrestin recruitment, primary screen, imaging, U2OS cells, beta-arrestin-GFP redistribution (AID 1961). U2OS GPR55 beta-arrestin-GFP redistribution imaging; higher % means a stronger effect. one-dose activation, % at 10 µM; EC50 in µM for titrated hits. actives 0.048% (n = 290,000);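 active = activation above 40% with more than 50 cells counted in the well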;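 note: U2OS osteosarcoma cells stably expressing GPR55 and beta-arrestin-GFP; plate controls were DMSO negative control for no effect and LPI positive control for full effect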
HIV fusion peptide – cell-free HIV fusion peptide-binding blockers – biochemical, uHTS, fluorescence dequenching, primary screen (AID 1986) | cell-free peptide binding, fluorescence dequenching, 30 min; higher % means a stronger effect | one-dose inhibition, % at 20 µM; IC50 in µM for titrated hits | actives 0.3% (n = 290,000); in the data active = inhibition mostly above about 52%, no sharp cut-off; inactive = mostly below about 76%; note: some results filed as inactive read as strong as hits
* marks the source's active call; other numbers are inactive results; . = no result given; [ ] = another dose, or the depositor's remark.

Each structure is followed by: AID2073	KOR beta-arrestin-1	GPR35 antagonists	NOD1 NF-kB reporter	GPR55 antagonists	SIAH1 antagonists	KOR beta-arrestin-2	GPR55 activation	HIV fusion peptide
Nc1nc(COc2ccc(Cl)cc2)cs1
 : -3.8%	-1.1%	2.3%	-45.4%	8.3%	0.4%	-3.6%	-0.4%	-0.6%
Cc1ccc(S(=O)(=O)O/N=C2/CCCc3occc32)cc1
 : -4.8%	-0.4%	4.4%	.	22.3%	-0.9%	5.8%	-0.2%	-2.6%
CC1=C(C(=O)OC2CCCCC2)C(c2ccccc2Br)NC(=O)N1 (configuration not stated)
 : 7.1%	-3.0%	5.1%	-22.2%	-1.6%	1.7%	-17.5%[20 µM]	-0.1%	-1.1%
CCC(Sc1nc2ccncc2[nH]1)C(=O)Nc1cc(Cl)ccc1C (configuration not stated)
 : -4.8%	-5.2%	-4.0%	-0.5%	73.4%	-6.0%	-19.2%[20 µM]	-0.1%	0.6%
COc1cccc(-c2csc(N3CCN(C(=S)Nc4ccc(Cl)cc4)CC3)n2)c1
 : -11.9%	4.2%	5.6%	10.7%	-9.9%	2.3%	-45.9%	0.8%	3.8%
CC(C)Sc1nc2c(cnn2-c2ccccc2)c(=O)[nH]1
 : 0.5%	-0.3%	-3.3%	.	1.9%	7.3%	-13.2%	1.9%	3.4%
Cc1cc(CCCCCCCCc2cc(C)cc(=O)o2)oc(=O)c1
 : -8.1%	2.3%	-4.1%	-5.4%	4.4%	-5.0%	21.1%	0.1%	-2.9%
CC(=O)Nc1ccc(NC(=O)Nc2cccc(Cl)c2)cc1
 : 6.2%	0.4%	4.3%	-5.9%	4.9%	4.3%	16.1%	-0.2%	-0.5%
CCC(C)c1ccc(O)c(NC(=O)c2cccnc2)c1 (configuration not stated)
 : -4.7%	2.7%	-1.6%	-7.7%	3.5%	-2.5%	-28.8%	-0.1%	-1.2%
CCOc1ccccc1N1CCN(CC(=O)Nc2nnc(CC)s2)CC1
 : -1.5%	5.4%	5.9%	-19.6%	-5.8%	2.5%	-36.2%	0.1%	-0.3%
O=S1(=O)N=C2CCCCCN2C(c2ccccc2)N1 (configuration not stated)
 : -2.1%	-5.2%	-2.7%	-0.7%	8.1%	-8.0%	-12.4%	-0.5%	-0.5%
CC1(C)C(C(=O)OCC(Cl)(Cl)Cl)N2C(=O)C(NC(=O)Cc3ccccc3)C2S1=O (configuration not stated)
 : -34.5%	0.6%	15.1%	-24.7%	-17.4%	-0.7%	-11.1%	-0.2%	-0.8%
Cc1ncc([N+](=O)[O-])n1CC(=O)Nc1ccc(OC(F)(F)Cl)cc1
 : 5.3%	-2.1%	14.5%	1.0%	0.4%	2.4%	9.0%	0.0%	0.4%
O=C(Cn1nnc2ccccc2c1=O)N1CCOCC1
 : 0.5%	5.4%	-14.2%	1.8%	5.9%	2.7%	-25.2%	-0.5%	-2.2%
COc1ccc(C(CNC(=O)COc2ccc(Br)cc2F)N2CCCC2)cc1 (configuration not stated)
 : 1.7%	0.8%	5.2%	-16.8%	6.7%	-0.4%	-72.5%[20 µM]	-0.1%	-1.2%
O=C1OC(/C(=C\Nc2ccc(F)cc2F)[N+](=O)[O-])c2ccccc21 (configuration not stated)
 : 12.6%	-3.4%	9.7%	-14.1%	10.1%	-5.8%	5.7%	-0.3%	-3.1%
CCN(CC)C(=O)CSc1nnc(-n2nc(C)cc2C)c2ccccc12
 : -11.1%	8.5%	12.7%	-23.8%	13.6%	0.5%	-22.4%	-0.2%	-1.5%
COc1ccc(-c2nnc(SCC(=O)Nc3ccc(C(=O)O)cc3)n2-c2ccc(Cl)cc2)cc1
 : 16.6%	-0.5%	4.1%	-5.8%	-4.4%	5.5%	-32.8%	0.0%	4.0%
O=C(Nc1ccc(-c2cccc(F)c2)cc1)C1CCCN(Cc2ccccn2)C1 (configuration not stated)
 : -1.7%	-4.1%	20.9%	-7.5%	0.6%	10.4%	9.3%	-0.1%	0.6%
CCCCOC(=O)c1ccc(N/C(=N\S(=O)(=O)c2ccccc2)c2ccccc2)cc1
 : 7.2%	-1.1%	12.1%	44.3%	-0.9%	2.3%	.	-0.2%	-1.4%

Results in SIAH1 antagonists, for some of the entries so far:
canonical_smiles	SIAH1 antagonists
CCN(CC)C(=O)CSc1nnc(-n2nc(C)cc2C)c2ccccc12	0.5%
O=S1(=O)N=C2CCCCCN2C(c2ccccc2)N1 (configuration not stated)	-8.0%
O=C1OC(/C(=C\Nc2ccc(F)cc2F)[N+](=O)[O-])c2ccccc21 (configuration not stated)	-5.8%

Continued:
Each structure is followed by: AID2073	KOR beta-arrestin-1	GPR35 antagonists	NOD1 NF-kB reporter	GPR55 antagonists	SIAH1 antagonists	KOR beta-arrestin-2	GPR55 activation	HIV fusion peptide
CN(Cc1ccccc1)C(=O)COC(=O)c1ccc(S(=O)(=O)N(C)C)cc1
 : -4.6%	-4.7%	8.6%	-38.0%	9.0%	6.7%	20.3%	-0.4%	-0.1%
CC(C(=O)NN)n1nnc(N2CCOCC2)n1 (configuration not stated)
 : 7.9%	3.4%	-7.4%	-6.7%	6.4%	-2.3%	7.5%	-0.3%	-0.4%
COc1ccc(/C(N)=C/C(=O)C(C)(C)C)cc1
 : -7.9%	10.6%	-2.4%	-55.3%	-4.6%	0.3%	27.3%	-0.2%	6.3%
O=C(NCCN1CCCCC1)Nc1ccc(F)c(Cl)c1
 : -5.4%	-1.4%	15.4%	-19.0%	-6.5%	-0.4%	25.1%	-0.3%	0.0%
c1cc2c(cc1C1CCCCC1)c1c3n2CCCNC3CCC1 (configuration not stated)
 : -6.7%	5.5%	15.8%	-16.0%	29.5%	-7.9%	14.4%	-0.2%	-2.7%
CCN(N)C(=S)Nc1ccc(F)cc1
 : 23.9%	-8.7%	4.7%	-10.3%	6.1%	8.0%	22.2%	-0.2%	-1.8%
CCCc1[nH]nc2c1C(c1ccsc1)C(C#N)=C(N)O2 (configuration not stated)
 : -1.2%	.	1.1%	-17.6%	4.5%	-2.3%	-164.8%[20 µM]	-0.1%	-1.4%
Cc1csc(C(C)N(C)C(=O)c2ccc(OC3CCN(Cc4ccccn4)CC3)cc2)n1 (configuration not stated)
 : 5.1%	2.7%	-5.6%	-36.0%	8.6%	5.8%	-28.8%	-0.1%	2.4%
CCc1nnc(NC(=O)CSc2nnc(C)n2-c2ccc(C)cc2)s1
 : -9.5%	2.6%	-4.5%	5.3%	2.3%	-4.5%	-48.7%	0.2%	-0.7%
O=C1NN=C(c2ccc(Cl)cc2)CC1c1cccc(Br)c1 (configuration not stated)
 : -5.3%	0.9%	-0.4%	-12.6%	-7.5%	2.1%	-20.4%	-0.1%	0.6%
COC(=O)C1=C(C)OC(N)=C(C#N)C1C1CCCCC1 (configuration not stated)
 : 25.8%	4.4%	4.0%	-4.5%	15.7%	-1.5%	-32.6%	0.0%	2.4%
COc1ccc(CCN2C(=O)CC(NNC(=O)c3ccccc3Br)C2=O)cc1 (configuration not stated)
 : 0.8%	-0.1%	-6.2%	-23.2%	1.7%	-2.8%	5.0%	-0.2%	1.8%
CCNC(=O)CC1SC(=Nc2ccc(Cl)cc2)N(CC)C1=O (configuration not stated)
 : -3.4%	-5.7%	11.4%	-6.4%	13.6%	-2.5%	8.3%	0.0%	-2.3%
CCOc1ccc(S(=O)(=O)N2CCN(C(=O)c3sccc3C)CC2)cc1
 : -4.2%	-9.6%	7.9%	-0.2%	-7.4%	2.3%	-1.6%	-0.2%	-0.1%
CCN1C(=O)C(CC(=O)Nc2ccc(OC)cc2)N(CCc2ccccc2F)C1=S (configuration not stated)
 : -2.3%	-1.0%	10.8%	-3.6%	20.3%	4.5%	-13.3%	0.3%	8.7%
CC1(C(=O)NC2CCCCC2)CCC(=O)N1Cc1cccs1 (configuration not stated)
 : -9.0%	-5.7%	-4.1%	1.8%	-6.6%	5.5%	-3.9%	0.2%	-1.8%
COc1cc2[nH]c(=O)n(CCCCCC(=O)N3CCN(c4ccccn4)CC3)c(=O)c2cc1OC
 : 8.2%	1.9%	-0.8%	2.4%	-13.7%	-4.9%	14.2%	-0.1%	-0.8%
Cc1cc(C)cc(NC(=O)C2CCCN(S(=O)(=O)c3cnc[nH]3)C2)c1 (configuration not stated)
 : -0.9%	-1.6%	-0.7%	2.8%	-9.1%	0.2%	-22.5%	-0.2%	-0.4%
CCC(c1nnnn1C(C)(C)C)N1CCN(C2CCCC2)CC1 (configuration not stated)
 : -4.5%	-3.6%	-9.5%	-8.9%	2.7%	0.2%	32.6%	-0.1%	-0.2%
CCc1nnc(NS(=O)(=O)c2ccc(NC(=O)COc3ccc(Cl)c(C)c3)cc2)s1
 : 32.9%	0.3%	-1.8%	-8.6%	2.9%	24.6%	-9.5%	0.1%	57.9%
CC(C)=CC(=O)OCC(=O)Nc1cc(C)ccc1C
 : 2.0%	-2.3%	6.1%	-32.3%	1.4%	4.4%	7.7%	-0.1%	-1.4%
COc1ccc(OCC(=O)Nc2ccccc2N2CCN(C)CC2)cc1
 : 0.1%	6.5%	-7.0%	4.2%	7.1%	-2.5%	-14.3%	-0.2%	-0.8%
O=C(COc1ccc(S(=O)(=O)N2CCCC2)cc1)NCC1CCCO1 (configuration not stated)
 : 0.1%	.	7.4%	-25.3%	3.3%	13.1%	-24.0%[20 µM]	-0.1%	-0.1%
Cc1cccc(NC2=NC(C)(C)N=C(N)N2)c1
 : -3.6%	1.4%	4.5%	-1.4%	-6.3%	0.3%	-12.4%[20 µM]	0.2%	1.2%
CC(CCc1ccccc1)NC(=O)COC(=O)c1ccc(F)cc1 (configuration not stated)
 : 3.8%	-7.5%	27.3%	2.7%	6.2%	-6.2%	34.0%	-0.1%	-1.5%
O=C(CSc1nnc(NC(=O)c2ccco2)s1)Nc1ccccc1Br
 : 10.7%	2.1%	2.8%	-25.5%	0.8%	6.0%	-5.9%	-0.1%	1.8%
Cc1ccc2c(c1)N(CC(=O)NC1CCCCC1)C(=O)c1cccnc1O2
 : 4.8%	-4.9%	-8.2%	-22.1%	1.3%	2.6%	35.6%[20 µM]	-0.3%	-0.4%

Some of the compounds tested, so the mix of outcomes need not match the whole.
